Compound activity (PubChem)
12-LOX inh = inhibitors of human 12S-lipoxygenase ALOX12; purified 12hLO, xylenol orange hydroperoxide absorbance; Potency, µM (doses to about 108 µM), for inactives: at the top dose activity change, negative = inhibition, most hits filed as inhibitors; 580,000 tested, 1.1% active; AID 1671190; active = well fitted inhibition curve with a large enough effect; inconclusive = small, poorly fitted or top-dose-only effect, or another doubt; inactive = no such curve, though single readings can be large or run the other way
Target sequence (P18054 whole entry, looked up): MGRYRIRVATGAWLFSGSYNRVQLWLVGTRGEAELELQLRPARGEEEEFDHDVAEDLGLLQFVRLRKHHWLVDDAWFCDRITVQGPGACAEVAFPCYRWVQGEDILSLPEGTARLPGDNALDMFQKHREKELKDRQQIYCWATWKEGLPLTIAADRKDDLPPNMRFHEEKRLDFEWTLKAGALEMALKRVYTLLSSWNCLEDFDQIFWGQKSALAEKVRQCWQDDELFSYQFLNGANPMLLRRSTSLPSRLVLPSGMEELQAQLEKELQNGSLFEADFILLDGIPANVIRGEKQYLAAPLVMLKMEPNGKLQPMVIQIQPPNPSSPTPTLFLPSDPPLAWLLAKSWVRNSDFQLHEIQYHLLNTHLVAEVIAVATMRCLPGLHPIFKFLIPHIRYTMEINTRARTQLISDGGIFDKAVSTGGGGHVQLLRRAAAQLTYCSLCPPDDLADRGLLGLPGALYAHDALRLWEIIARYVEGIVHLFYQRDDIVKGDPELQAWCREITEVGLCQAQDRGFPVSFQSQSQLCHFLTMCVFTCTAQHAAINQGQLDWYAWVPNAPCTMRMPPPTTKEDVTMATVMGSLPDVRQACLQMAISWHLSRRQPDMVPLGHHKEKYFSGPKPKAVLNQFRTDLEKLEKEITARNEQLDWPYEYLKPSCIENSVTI
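Purified human 12hLO (150 nM final) in 25 mM Hepes, 0.01% Triton X-100, pH 7.0 was preincubated 15 min at room temperature with compound. Then 40 uM arachidonic acid was added, 30 min. Hydroperoxide was read by Fe-XO absorbance ratio 573/405 nm.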
The depositor's hits bear a star; ? = inconclusive; [ ] = remark or other dose. % is set by controls: 0 for no effect and ±100 for the full control effect; potency is the fitted concentration of half-maximal effect. The list is partial, so the mix of outcomes need not match the whole.

molecule	12-LOX inh
CC(C)N1CCN(C2CCOC3(CCN(C(=O)NCc4ccccc4)CC3)C2)CC1 (stereo unspecified)	33%[activator]
COc1ccc(NC(=O)Cn2c(C)cc3nc4n(c(=O)c32)CCC4)c(OC)c1	35%[activator]
COCCN(C)C(=O)c1ccc2c(c1)NC(C)(CCCCc1ccccc1)CO2 (stereo unspecified)	26%[176 µM]
COc1ccc(Cl)cc1C(=O)Nc1cccc(-c2nnc3n2CCCC3)c1	-20%
CCOc1ccc(C2Cn3nnc(-c4nc(C)no4)c3CO2)cc1 (stereo unspecified)	23%
Cc1ccccc1C(=O)N1C(C(=O)NC(C)C)COC12CCN(C(=O)c1ccc(Cl)cc1)CC2 (stereo unspecified)	49%[activator]
CCn1cc(-c2ccc(C)cc2)cc1C(=O)O	11%
O=C(C1CC(=O)N(c2n[nH]c3ccccc23)C1)N1CCN(CCc2ccncc2)CC1 (stereo unspecified)	23%
Cc1cnc(C2CCOCC2)n1C1CCN(C(=O)NCCc2ccccc2)CC1	28%
Cn1ccc(NC(=O)C2(C)COCc3cnc(Nc4ccccc4)nc32)n1 (stereo unspecified)	-19%[176 µM]
Cc1ccc(-c2cc3c(=O)n(CCNC(=O)c4ccccc4F)ccn3n2)cc1C	10%
CN(C(=O)c1ccc(C(F)(F)F)cc1)C1CCc2ccccc21 (stereo unspecified)	12%[176 µM]
COc1ccc2nc3n(c2c1)[C@@H](CNCc1ccccc1)COC3	16%[176 µM]
Cc1cc(NC(=O)c2ccc(Cn3ccn4nc5c(c4c3=O)CCCC5)cc2)ccc1F	32%[activator]
CS(=O)(=O)N1CC2(CCN(CC3CCCCC3)CC2)Cc2ccccc21	8%[6.33 µM]
C[C@]1(O)CCN(C(=O)c2ccc(-c3cnco3)cc2)C[C@@H]1O	-1%
COc1ccccc1CNC(=O)C1(c2ccc(NC(C)=O)cc2)CCCCC1	29%
CN1CCN(c2nc3c(c(=O)[nH]2)CCN(CC2CCCCC2)CC3)CC1	7%
O=S(=O)(c1cnc[nH]1)N1CCC(c2nc(-c3ccccc3)no2)C1 (stereo unspecified)	26%
Clc1ccc(C2Cn3nnc(-c4noc(Cc5ccccc5Cl)n4)c3CO2)cc1 (stereo unspecified)	59%[activator]
Cc1cccc(CC(=O)N2CCC3(CCCCO3)CC2)c1	19%
c1cc(-c2nnc3n2CCN(Cc2ccsc2)C3)ccn1	2%[6.33 µM]
Cc1ccc(-c2noc([C@@H]3CCCN3C(=O)c3cc(F)ccc3Cl)n2)cc1	?
O=C(CN1C(=O)NC2(CCCCC2)C1=O)NCc1ccccc1	31%
Fc1cccc(Cl)c1CN1CCN(c2ncc(Cc3ccccc3)cn2)CC1	1%
Cc1ccc(S(=O)(=O)N2CCC(Oc3ccc(C(N)=O)cn3)CC2)cc1	7%
CCNC(=O)C1(c2ccc(NC(=O)C(C)C)cc2)CCCCC1	53%[activator]
O=C(c1cccnc1)N1CCC(Cc2nc(C3CCOCC3)no2)CC1	33%[activator]
Cc1ccc(CN2CCCC(Cc3ncc(C)n3Cc3ccccc3)C2)o1 (stereo unspecified)	12%
O=[N+]([O-])c1cccc(COc2ccc(CO)cc2)c1	?

Five entries already listed, ordered by the number in 12-LOX inh, falling.
SMILES | 12-LOX inh
O=C(CN1C(=O)NC2(CCCCC2)C1=O)NCc1ccccc1 | 31%
Cc1cccc(CC(=O)N2CCC3(CCCCO3)CC2)c1 | 19%
Cc1ccc(CN2CCCC(Cc3ncc(C)n3Cc3ccccc3)C2)o1 (stereo unspecified) | 12%
Cc1ccc(S(=O)(=O)N2CCC(Oc3ccc(C(N)=O)cn3)CC2)cc1 | 7%
Fc1cccc(Cl)c1CN1CCN(c2ncc(Cc3ccccc3)cn2)CC1 | 1%

Following part.
molecule	12-LOX inh
O=C1NCCCCCCN(C(=O)c2cccs2)[C@H]2C[C@H](C(=O)N3CCc4ccccc4C3)C[C@@H]12	27%
CN1CC(=O)N(c2ccc(Cl)cc2)Cc2c(NC3CCNCC3)ncnc21	?
O=C(Cc1ccsc1)N1CCC2(CCCN(CC3CCC3)C2=O)C1 (stereo unspecified)	6%
OCCC1CN(Cc2nc3ccccc3s2)CCN1Cc1ccc(F)c(F)c1 (stereo unspecified)	34%[activator]
O=C(O)CCC(=O)N1Cc2[nH]cnc2C[C@H]1c1nc(-c2ccc3ccccc3c2)no1	36%[activator][176 µM]
COc1ccc(NC(=O)O[C@@H]2CO[C@H]3[C@@H]2OC[C@@H]3n2nnnc2Sc2ccccc2)cc1	27%
Cc1ccc(-c2nnc(C3CN(C(=O)Cc4cccc(C)c4)CC34CCOCC4)o2)cc1 (stereo unspecified)	-13%
COc1ccc(C(=O)NCCn2cccc2-c2nc(-c3ccccc3)no2)cc1F	27%
O=C1NCCCCCCN(Cc2ccncc2)[C@@H]2CN(CC3CC3)CC[C@@H]12	140%[activator]
O=C(Nc1cccc(-c2nnc3n2CCCC3)c1)c1cc(F)cc(F)c1	10%
CN(CCc1ccccn1)[C@H]1[C@@H]2OC[C@@H](O2)[C@@H](NCc2ccncc2)[C@@H]1O	115%[activator][176 µM]
CN1C(=O)CC(C(=O)O)C12CCN(C/C=C/c1ccccc1)CC2 (stereo unspecified)	7%
CCn1ncc(C(=O)N2CCC3(CC2)CN(Cc2ccccc2)CC3CO)c1C (stereo unspecified)	50%[activator]
COc1ccc(C(=O)N[C@@H]2CCC[C@@H]2C(=O)NCCC(C)C)cn1	23%
O=C(C[C@@H]1CCNC[C@@H]1Cc1cc(COc2ccccc2)on1)NCc1ccc(F)cc1	8%
CCS(=O)(=O)Nc1ccc(C)n(CC(=O)NCc2cc(F)ccc2F)c1=O	-12%
CCC(=O)N1Cc2ccccc2CC2(CCN(Cc3ccncc3)CC2)C1	2%[6.33 µM]
COCc1cc(=O)n(CC(=O)Nc2cc(OC)cc(OC)c2)c(N2CCOCC2)n1	22%
COc1ccc(C[C@H](NC(=O)[C@@H]2C[C@@H](NC(=O)Nc3cccc(F)c3)CCN2C(=O)[C@H](C)O)C(N)=O)cc1	-24%
Cc1cccc(NC(=O)Cn2ccn3nc(-c4ccccc4)c(CO)c3c2=O)c1C	?

More compounds follow:
Molecule | 12-LOX inh
CCn1ncc(NC(=O)Cn2ncc3cc(-c4cccc(F)c4F)ccc32)n1 | 14%
COc1ccc(S(=O)(=O)NC[C@H]2O[C@@H](CO)[C@@H](O)[C@H]2N2CCCC2)cc1 | 2%[176 µM]
COc1ccc(C)cc1NC(=O)Cn1c(-c2ccc(Cl)cc2)nc(C)cc1=O | 22%
COc1ccc(-c2nc3c(C)cc(Br)cn3c2Cc2ccccc2C(F)(F)F)cc1OC | ?
COc1ccccc1OCc1cc(C(=O)NC(CO)C(C)C)n[nH]1 (stereo unspecified) | 19%
CCOCCCNC(=O)CCc1nc(C2CCCN2C(=O)c2ccccc2)no1 (stereo unspecified) | 15%
COc1ccccc1CNC(=O)CC1CCCCN(C)C1=O (stereo unspecified) | 34%[activator]
O=C(Cn1nc2c(cc1=O)CCCCC2)N1CCN(Cc2ccccc2)CC1 | 26%
O=C(NCCC1CCN(C(=O)Nc2cc(F)cc(F)c2)CC1)c1ccccn1 | 31%
CC(=O)N1CCc2nn(CC(=O)Nc3cccc(Br)c3)c(=O)cc2C1 | 47%[activator]
Cc1ccc(-c2noc([C@@H]3CCCN3C(=O)c3ccc(C(C)C)cc3)n2)cc1 | ?
CCC(=O)N1CCCCCC1c1nnc(-c2ccccc2)o1 (stereo unspecified) | 12%
CCCNC(=O)Nc1ccc(Oc2ncnc3cc(OC)c(OC)cc23)cc1Cl | -1%[57.4 µM]
COCCNC(=O)NC[C@H]1O[C@@H]2C[C@@H](CC(=O)NCc3nccn3C)O[C@@H]2[C@@H]1O | 2%[176 µM]
CC[C@H]1CN(C(=O)Nc2cccc(C(F)(F)F)c2)CC[C@H]1CC(=O)NCc1ccc(F)cc1 | -23%
Cc1noc(C)c1CN1CCc2nc(C(=O)NCc3ccccc3)oc2CC1 | 11%[176 µM]
COc1cccc(CC(=O)NC2CCN(c3cc(-c4ccc(Cl)cc4)[nH]n3)CC2)c1 | -6%
CS(=O)(=O)NC[C@H]1OC[C@@H](NC2CCC2)[C@@H]1O | ?
CC(C)c1ccc(CC(=O)N2CCCc3ncc(C(=O)NCc4cccc(F)c4)cc32)cc1 | 0%
O=C(CN1C(=O)NC2(CCOCC2)C1=O)NC1CCc2ccccc21 (stereo unspecified) | 7%
CC(=O)Nc1ccc(CN2CCCC3(CC(c4cccnc4)=NO3)C2)cc1 (stereo unspecified) | 8%[6.33 µM]
CNC(=O)c1cc[nH]c1C1CCCN(C(=O)CN2CCCC2=O)C1 (stereo unspecified) | 32%[activator]
COCCn1cc(C(=O)NC2CCCc3c2[nH]c2ccccc32)c2ccccc2c1=O (stereo unspecified) | ?
CCn1ccc(C(=O)NCCc2noc(-c3cccnc3)n2)n1 | 30%
CCn1ccc(C(=O)N2CCC(c3noc(-c4ccccc4)n3)C2)n1 (stereo unspecified) | 7%
C=CCN1CCN(C(=O)CN2CC3CC(C2)[C@H]2CCCC(=O)N2C3)CC1 (stereo partly specified) | 29%
Cn1nc(C2CCCN(C(=O)c3ccncc3)C2)n(Cc2ccccc2)c1=O (stereo unspecified) | -3%
Cc1ccc(NC(=O)CN2C(=O)NC3(CCS(=O)(=O)CC3)C2=O)cc1C | 14%
O=C1c2cnc(-c3ccsc3)nc2OCCN1c1ccccc1 | 1%[176 µM]
COC(=O)[C@H](C(C)C)N(CCCc1cn(Cc2ccccc2)nn1)S(=O)(=O)c1ccccc1Br | 0%

Quoted from above (3 entries):
Molecule | 12-LOX inh
Cc1ccc(NC(=O)CN2C(=O)NC3(CCS(=O)(=O)CC3)C2=O)cc1C | 14%
O=C1c2cnc(-c3ccsc3)nc2OCCN1c1ccccc1 | 1%[176 µM]
COC(=O)[C@H](C(C)C)N(CCCc1cn(Cc2ccccc2)nn1)S(=O)(=O)c1ccccc1Br | 0%

Other entries:
Molecule | 12-LOX inh
CCCN1CCc2[nH]cnc2C12CCN(Cc1ccc(C3CCCCO3)o1)CC2 (stereo unspecified) | 62%[activator]
COC(=O)C1=C(C)N(Cc2ccc(C(F)(F)F)cc2)C(=NCc2ccc(C(F)(F)F)cc2)NC1c1cccc(F)c1 (stereo unspecified) | ?
COCc1noc([C@@H]2CN(C(=O)c3cccc(C)c3)C[C@H]2COC)n1 | 19%
CC(C)c1nc2c(c(-c3ccc(Cl)cc3)n1)CN([S+](=O)([O-])c1ccccc1)CC2 | 30%
Cc1ccc2c(C(=O)N3CCN(C4CCCCC4)CC3)cc(NC(=O)C(C)C)cc2n1 | 50%[activator]
Cc1ccccc1S(=O)(=O)N1CCN(C2CCN(Cc3ccccn3)C2=O)CC1 (stereo unspecified) | 68%[activator]
O=C(c1ccccc1)N1CCC2(C1)C(=O)N(c1ccccc1)c1ccccc12 (stereo unspecified) | ?
COc1ccc(C2Cn3nnc(C(=O)N4CCN(C(=O)c5ccccc5C)CC4)c3CO2)cc1 (stereo unspecified) | 16%
Cc1noc(-c2ccn3c(CNC(=O)COc4ccccc4)nnc3c2)n1 | 5%
Cc1ccccc1CN1Cc2nc(-c3cccc(C(N)=O)c3)ccc2OCC1=O | -27%[176 µM]
O=C(NCCCN1CCCc2ccccc21)C1CCCCC(=O)N1Cc1ccccc1 (stereo unspecified) | 62%[activator]
Cc1ccccc1N1CCCN(Cc2nc(-c3ccccn3)no2)CC1 | 73%[activator]
COc1ccc(-c2ccc3c(n2)CN(Cc2ccccc2C)C(=O)CO3)cc1OC | 7%[176 µM]
O=C(c1ccccn1)N1CC(CO)C2(CCNCC2)C1 (stereo unspecified) | -1%
Cc1cccc(-c2ccc(CN)cc2)c1 | 81%[activator][176 µM]
Cc1nc(N2CCC(NC(=O)c3ccc4ccccc4n3)CC2)cc(C(F)(F)F)n1 | -4%
O=C(c1ccccc1F)N1CCn2c(nn(-c3ccc(Cl)cc3)c2=O)C1 | 1%[6.33 µM]
O=C(CCc1c[nH]c2ccccc12)N1CCC(Oc2ncccc2C(=O)N2CCOCC2)C1 (stereo unspecified) | 66%[activator]
C[S+](=O)([O-])NCCn1ccc2cc(OC3CCN(C(=O)C4CCCC4)CC3)cnc21 | -18%[176 µM]
COc1ccc(CCNC(=O)c2c(C)noc2-c2cccs2)cc1 | 11%
CC(C)C(=O)N1CCC2(CC1)CC(N(C(=O)c1ccccc1)C1CC1)CCO2 (stereo unspecified) | 30%
Cn1nc(C(=O)N2CCC3(CCCN(C4CCOCC4)C3=O)C2)ccc1=O (stereo unspecified) | -5%
CC1(C)CN(C(=O)OC(C)(C)C)CCN1 | 9%[12.5 µM]
CCc1cc(=O)n(CC(=O)Nc2ccc(C)c(Cl)c2)c(N2CCOCC2)n1 | 3%
CCOCCOC1CCN(C(=O)NCc2ccc(F)cc2)CC1 | 19%
COCC(=O)NC1CCC12CCN(S(=O)(=O)c1c(C)nn(C)c1C)CC2 (stereo unspecified) | 12%
COc1ccc(CC(=O)NC2CCCc3c2[nH]c2c(Cl)cccc32)cc1OC (stereo unspecified) | -10%
O=C(C[C@@H]1CCNC[C@@H]1Cc1cc(-c2ccc(F)cc2)on1)NCCN1CCOCC1 | 11%[176 µM]
COc1ccc(C(=O)Nc2cccc(-c3nnc4n3CCCC4)c2)cc1F | 18%
COc1ccc(NC(=O)Cc2ccc(N(Cc3ccc(C)cc3)C(=O)c3ccco3)cc2)cc1 | 6%

Random excerpt: five records from the list, in no set order.
Molecule | 12-LOX inh
CC(C)c1nc2c(c(-c3ccc(Cl)cc3)n1)CN([S+](=O)([O-])c1ccccc1)CC2 | 30%
Cn1ccc(NC(=O)C2(C)COCc3cnc(Nc4ccccc4)nc32)n1 (stereo unspecified) | -19%[176 µM]
COc1ccc(-c2ccc3c(n2)CN(Cc2ccccc2C)C(=O)CO3)cc1OC | 7%[176 µM]
O=C(c1ccccc1)N1CCC2(C1)C(=O)N(c1ccccc1)c1ccccc12 (stereo unspecified) | ?
Cc1ccccc1S(=O)(=O)N1CCN(C2CCN(Cc3ccccn3)C2=O)CC1 (stereo unspecified) | 68%[activator]
